Assay outcomes (PubChem)
Coupling enz – inhibits coupling enzyme system, counter-screen for aldolase hits | activity change, negative = inhibition, % at 58.2 µM, hits read low | 0.67% of 290,000 active | coupling enzyme system counterscreen, AmpLite Red fluorescence; in the data active = activity change below about -30%; note: % is set by controls: 0 for no effect and ±100 for the full control effect
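Activity here indicates interference with the coupling reaction, not aldolase inhibition. Compounds at 57.5 uM final met coupling enzymes for 10 min at RT; substrate and AmpLite Red detection followed, with a 525/598 nm fluorescence read after 20 min.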
TCR act – activates T cell receptor signaling | primary human leukocytes, anti-CD3, IL-2 HTRF, 48 h | Potency, µM (highest dose often 9.22 µM), for the others: at the top dose activation of IL-2 secretion, hits mostly activators | 330,000 tested, under 10 active | AID 504894; note: % of control where 0% means no effect
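Primary human leukocytes were stimulated with a-CD3 beads plus compounds for 48 hr without co-stimulation; secreted IL-2 was quantified by HTRF using a-IL-2-K (europium cryptate) and a-IL-2-d2, excited at 320nm with acceptor emission read at 665nm.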
Tb PFK block – inhibitors of T. brucei phosphofructokinase; T. brucei PFK, ADP-Glo luminescence; Potency, µM (series often up to 57.5 µM), for inactives: at the top dose activity, negative = inhibition, most hits filed as inhibitors; 0.17% of 330,000 active; AID 485367;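 note: potency is the fitted concentration of half-maximal effect; 0% = uninhibited 1x PFK enzyme wells and -100% = no-enzyme wells; nearly all actives have a fitted effect of over 60% in size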
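1.25 nM PFK with 0.5 mM F6P and 0.1 mM ATP in 0.1 M TEA pH 8.0, 5 mM MgCl2, incubated 45 min at room temperature; ADP measured by ADP-Glo luminescence; compounds titrated up to 57 uM.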
TSHR antagonist – human thyrotropin receptor antagonism; P16473; TSHR-expressing cells, TSH-stimulated cAMP HTRF, 2 h; stronger effect = lower value; activity change, negative = inhibition, % at 11.5 µM; 0.2% of 330,000 active;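 active = activity change below a set negative limit, meaning inhibition stronger than a set level, cut at about -70% in these data; inconclusive = activity change between two set negative limits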; note: % is set by controls: 0 for no effect and ±100 for the full control effect
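Read-out is FRET at 665 nm (cryptate excitation 337 nm) from a cryptate-tagged anti-cAMP antibody, competed by cell cAMP against cAMP-d2. Compounds are tested on freshly harvested TSHR cells challenged with 4nM TSH (EC80) for 2 hours at 37 deg C.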
KCNH2 WT inh – blocks the wildtype human KCNH2 potassium channel; Q12809; U2OS, BacMam KCNH2, thallium flux FluxOr; stronger effect = lower value; activity change, % at 1.84 µM; 0.37% of 340,000 active;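 active = maximum activity change below -70%; inconclusive = maximum activity change between -70% and -50%; inactive = maximum activity change above -50%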; note: % is set by controls: 0 for no effect and ±100 for the full control effect
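U2OS cells transduced with wild-type KCNH2 virus are loaded with FluxOr dye for 45 min, and thallium flux is measured in kinetic reads before and after stimulation buffer. Rate constants are normalized to DMSO controls.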
AT treatment – potential ataxia-telangiectasia treatments restoring KAP-1 phosphorylation. […] A-T fibroblasts, KAP-1 phosphorylation AlphaLISA; neocarzinostatin DNA damage 30 min before lysis. 0.19% of 320,000 active. Potency, µM (highest dose often 57.5 µM), for the others: top-dose activation, most hits filed as activators; note: potency is the fitted concentration of half-maximal effect; % of control where 0% means no effect; nearly all actives have a fitted effect of over 45% in size
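ATM-like activity read as KAP-1 phosphorylation via AlphaLISA donor/acceptor antibody pairs after lysis and 6 hr at 25C. Cells were ATM-null patient fibroblasts ([…], hTERT), dosed 60 min, then exposed to the DSB inducer NCS for 30 min.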
MLL CXXC-DNA inh – inhibitors of human MLL CXXC domain-DNA interaction | Q03164 | MLL-CXXC / FITC-HOXA9 DNA fluorescence polarization | Potency, µM (titrated, usually from 115 µM), for the others: top-dose activity change, negative = inhibition, actives largely listed as inhibitors | 0.037% of 290,000 active | AID 2662; active = well fitted inhibition curve with a large enough effect in the polarisation, with a control signal flat, not every such curve was filed as active; inconclusive = small, poorly fitted or top-dose-only effect, or effect the other way, or a change in a side signal; inactive = no such curve, though single readings can be large or run the other way; the % refers to the polarisation; note: potency is the fitted concentration of half-maximal effect
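Steps: dispense CXXC domain solution (7 uM) → pin compounds or unlabeled HOX-A9 DNA control → 5 min ambient → add FLSN-HOX-A9 solution (50 nM) → spin → 30 min ambient → fluorescence polarization. Tris pH 7.5/NaCl/DTT/BSA buffer.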
BCR signal inh – blocks chronic active B-cell receptor signaling. Potency, µM (doses to about 46.1 µM), without a hit: at the highest dose ratio change, negative = lower green/red ratio, hits mostly inhibitors. ABC-DLBCL IkBa-CBG/CBR reporter, luminescence ratio, 4 h. 0.05% of 340,000 active; active = well fitted inhibition curve with a large enough effect in the signal ratio, with a control signal flat, not every such curve was filed as active; inconclusive = small, poorly fitted or top-dose-only effect, or effect the other way, or a change in a side signal; the % refers to the signal ratio;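 note: potency is the fitted concentration of half-maximal effect; plate controls were basal doxycycline-induced cells for no effect and cells given 10 µM MG132 for full effect; MG132 reads +100%, hits lower the ratio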
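Compounds up to 46 uM were incubated four hours with TMD8 cells whose green CBG68 luciferase is fused to IkappaBalpha; red CBR luminescence normalised the signal, and concentration-effect curves were fitted to fusion, red and ratio data.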
GALK inh – blocks human galactokinase activity; P51570; Purified GALK, Kinase-Glo residual ATP luminescence; Potency, µM (series often up to 57.5 µM), for inactives: top-dose activity change, negative = inhibition, usual class: inhibitors; 0.007% of 270,000 active; note: potency is the fitted concentration of half-maximal effect; % is set by controls: 0 for no effect and ±100 for the full control effect
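The enzyme phosphorylates galactose (100 uM) using ATP (35 uM); inhibition is detected as higher residual ATP, quantified by bioluminescence after 1 h reaction at room temperature, pH 8.0.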
Giardia killer – kills Giardia lamblia; Giardia lamblia trophozoite viability; activity change, % at 7.66 µM, hits read low; 0.15% of 340,000 active; AID 540267; in the data active = activity change below about -80%; inconclusive = between about -30% and that limit;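 note: parasites exposed to compound for two days anaerobically before the ATP read; % is set by controls: 0 for no effect and ±100 for the full control effect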
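Media and compound were dispensed first, then trophozoites at 100 cells/well; plates sat 48 hrs at 37 deg C without oxygen before ATP luminescence reagent was added and read after 15-30 min at room temperature.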
Starred values were filed as active, the others as inactive; ? = inconclusive; / = no result given; [ ] = dose if it differs, or a comment. Unless noted, calls come from the whole dose curve; as a rule, active = well fitted curve in the direction sought with a large enough effect; inconclusive = small, poorly fitted or top-dose-only effect, or another doubt; inactive = no such curve, though single readings can be large; an effect the other way counts as inactive or inconclusive.

Compound	AT treatment	Giardia killer	KCNH2 WT inh	MLL CXXC-DNA inh	GALK inh	Coupling enz	BCR signal inh	TCR act	TSHR antagonist	Tb PFK block
CCOc1ccc(CSC2=NCCN2)cc1Cl	8%	-3	4	26%	2%	0	?	4%	9	-3%
COc1ccc(Cl)cc1C(=O)NNC(=O)c1cccc(S(=O)(=O)N(C)C)c1	-1%	13	-4	-2%	-3%	3	0%	-12%[46.1 µM]	0	-5%
COCCN(CCOC)C(=O)CN1C(=O)NC(Cc2c[nH]c3ccccc23)C1=O (configuration not stated)	-2%	2	4	19%	8%	0	10%	2%	1	-2%
Cc1ccccc1-c1nc(CS(=O)(=O)CC(=O)N(C)C2CCCCC2)c(C)o1	9%	-16	-12	-1%	-7%	10	-13%	0%	0	-16%
CNC[C@H](Cc1ccccc1)NC[C@@H](Cc1cccc2ccccc12)NCCc1ccc(C)cc1	3%	6	-5	?	/	2	-4%	2%	10	0%
COc1ccc(-c2csc(CCn3nc(C)cc3C)n2)cc1OC	0%	-14	-22	-3%	-2%	-2	-11%	2%	2	1%
Fc1ccc(-c2nc3nc4ccccc4nc3n2Cc2ccco2)cc1	4%	15	-2	7%	5%	1	?	3%	11	-14%
Cc1nn(Cc2ccccc2)c(C)c1NC(=O)c1cc2nc(-c3ccco3)cc(C(F)(F)F)n2n1	-3%	30	3	-5%	-3%	2	14%	3%	-1	-3%
O=C(CSc1nnc(-c2ccccc2F)n1CCc1ccccc1)Nc1ccc2[nH]c(=O)[nH]c2c1	-13%	-4	15	-4%	1%	-1	0%	0%[46.1 µM]	8	0%
CN(CCO)C(=O)c1ccc(-c2nn(C)c(=O)c3ccccc23)cc1	4%	15	-3	-3%	0%	-2	?	/	2	1%
Cc1ccc(NS(=O)(=O)c2ccccc2F)cc1S(=O)(=O)N1CCCCCC1	-3%	-3	-5	/	/	/	?	2%	-8	-9%
CC(=O)c1cc(CN2CCN(C3CCN(C(C)C)CC3)C(CCO)C2)cs1 (configuration not stated)	-1%	7	-9	-11%	11%	1	0%	2%	2	-1%

Some of the entries above, reformatted.
The line under a structure holds: AT treatment, Giardia killer, KCNH2 WT inh, MLL CXXC-DNA inh, GALK inh, Coupling enz, BCR signal inh, TCR act, TSHR antagonist, Tb PFK block
- Cc1nn(Cc2ccccc2)c(C)c1NC(=O)c1cc2nc(-c3ccco3)cc(C(F)(F)F)n2n1
 : -3%, 30, 3, -5%, -3%, 2, 14%, 3%, -1, -3%
- O=C(CSc1nnc(-c2ccccc2F)n1CCc1ccccc1)Nc1ccc2[nH]c(=O)[nH]c2c1
 : -13%, -4, 15, -4%, 1%, -1, 0%, 0%[46.1 µM], 8, 0%

Continuation.
Compound	AT treatment	Giardia killer	KCNH2 WT inh	MLL CXXC-DNA inh	GALK inh	Coupling enz	BCR signal inh	TCR act	TSHR antagonist	Tb PFK block
CCCCC1(Cc2cccc([N+](=O)[O-])c2)C(=O)N(c2ccccc2)N(c2ccccc2)C1=O	7%	25	-4	-1%	2%	-1	7%	-3%	-11	-2%
O=C(CSc1nc(-c2cccs2)cc(C(F)(F)F)n1)NCCCN1CCOCC1	-4%	0	/	-15%	6%	2	?	-1%	10	-2%
N#Cc1c(-c2ccccc2)nc(SCC(=O)Nc2ccccc2)[nH]c1=O	1%	-21	-5	7%	-3%	21	14%	1%[46.1 µM]	-3	0%
O=C1C2C3c4ccccc4C(c4ccccc43)[C@@H]2c2nc3ccccc3n21 (some centres not stated)	-13%	?	1	0%	-4%	-2	4%	1%	-19	2%[0.46 µM]
O=C(O)COc1cnc2ccccc2n1	-2%	42[activator]	-4	-9%	1%	-3	17%	2%	5	3%
NC(=O)c1ccc(-c2csnn2)cc1	3%	-3	10	-8%	-1%	0	1%	0%	-5	0%
CN(Cc1c(F)cccc1Cl)C(=O)c1ccc(NS(=O)(=O)c2ccc3[nH]c(=O)[nH]c3c2)cc1	15%	10	-15	/	/	/	8%	-3%	4	0%
Cc1cn(C2OC(COC(=O)c3ccccc3)C(OC(=O)c3ccccc3)C2OC(=O)c2ccccc2)c(=O)[nH]c1=O (configuration not stated)	1%	0	-14	-10%	-3%	4	?	-4%[46.1 µM]	6	10%
Cc1ccc(CC2C(=O)N(c3ncccn3)C(=O)C2C)cc1 (configuration not stated)	7%	-18	0	10%	3%	0	-2%	5%	2	2%
COc1ccc(-c2cc(-c3ccco3)[nH]c(=O)c2C#N)cc1	6%	-17	-3	-2%	2%	-12	7%	-8%	4	-5%
NC(=O)c1ccc(Oc2ccc(Cl)c3ccccc23)c([N+](=O)[O-])c1	-3%	3	-9	1%	-1%	2	-10%	1%[46.1 µM]	-2	2%
O=C1NN(c2ccc(Cl)c(Cl)c2)C(=O)/C1=C/c1cccc(OC(=O)c2cccs2)c1	7%	/	/	?	-8%	8	1%	/	-12	2%
O=C(NC(=S)Nc1ccc(Br)cn1)c1cncc(Br)c1	0%	3	-8	-3%	/	-2	8%	4%	1	-1%
CN(C)C(=O)CNC(=O)CN1C(=O)NC2(CCCc3sccc32)C1=O (configuration not stated)	2%	-12	-14	-12%	3%	5	-6%	-1%	-4	-1%
CCOC(=O)C#CC(CCc1ccccc1)OS(N)(=O)=O (configuration not stated)	4%	-3	1	-10%	/	9	?	-5%	4	4%
Cc1c(C(=O)NCc2ccc3c(c2)OCO3)oc2ccc(S(=O)(=O)N3CCCCCC3)cc12	/	0	-15	-5%	-2%	-7	/	-4%	/	/
COc1ccc(C2/C(=C(/O)c3ccc4c(c3)CC(C)O4)C(=O)C(=O)N2CCCN2CCOCC2)cc1 (configuration not stated)	-4%	37[activator]	-1	6%	2%	-1	-6%	-2%	1	2%
COc1cc(C(=O)OCC(=O)N2CCCC2)cc(OC)c1OC	-7%	-5	9	-7%	-1%	1	-2%	-4%	0	0%
COc1ccc(C(=O)NC(=S)N2CCC(C)CC2)cc1Br	3%	-2	-34	35%[activator]	-7%	/	?	0%	30	0%
CCN(CC)c1ccc(/C=N/N2CCN(c3ccccn3)CC2)cc1	-4%	10	-3	7%	-5%	-2	9%	4%	-6	1%
COc1ccc(Cl)cc1NC(=O)CN(C)C(=O)c1ccc(OCc2ccccc2)c(OC)c1	-2%	12	14	/	/	/	?	3%	6	4%
C#CCN(CC=C)C(=O)CCc1nnc(COc2ccccc2)o1	2%	18	/	-1%	1%	-2	7%	4%	-9	-1%
O=C(CN(Cc1ccco1)C(=O)c1cccc(Cl)c1)Nc1c(Cl)cc(Cl)cc1Cl	2%	-9	-3	13%	0%	0	1%	/	7	2%
O=C(O)Cn1cc(CN2CCOCC2)c2ccccc21	-8%	-5	-2	6%	5%	0	2%	12%	4	0%
O=C(CNC(=O)c1cccs1)NCC(=O)OCc1cccc(Cl)c1	-1%	8	-11	7%	3%	1	?	/	-15	-16%
CN(c1ccc(F)cc1)S(=O)(=O)c1ccc(Cl)c(C(=O)NC2(C)CCS(=O)(=O)C2)c1 (configuration not stated)	10%	-6	-18	/	/	/	-1%	-5%	-10	0%
N#C/C(=C\Nc1ccc(F)c(Cl)c1)C(=O)C1CC1	-2%	8	-16	4%	4%	2	0%	4%	8	?
Cc1c(OCc2ccc(C(=O)O)cc2)ccc2c(-c3ccccc3)cc(=O)oc12	8%	-14	-9	-3%	8%	20	?	-5%	-21	1%
Cc1ccnc(N2CCC(C(=O)NCc3ccc(F)cc3)CC2)n1	0%	-21	9	4%	1%	0	-3%	14%	10	0%
COc1ccc(S(=O)(=O)Nc2cccc(-n3cnnn3)c2)cc1	15%	8	3	3%	-6%	/	-8%	1%	-7	2%
COc1cc(/C=N/NC(=S)NCCN2CCOCC2)ccc1O	-2%	-8	-13	-7%	-3%	2	?	4%[46.1 µM]	-2	0%
CCOC(=O)c1sc(NC(=O)C2CC=CCC2C(=O)O)nc1C (configuration not stated)	3%	3	25	6%	-5%	-1	1%	-8%	-6	-3%
C/C=C/C(=O)N1CC2(CC(c3cccc(NC(=O)COc4ccc(Cl)cc4)c3)=NO2)C[C@@H]1C(N)=O (some centres not stated)	?	-18	/	-4%	-2%	-1	?	2%	14	-29%
CC(C)(C)C1CCCCC1NC(=O)c1ccncc1 (configuration not stated)	10%	-25	12	-2%	-4%	1	4%	-5%	7	-5%
